Screens (PubChem)
Diaphorase inh: inhibits diaphorase or chemically oxidizes, flagging diaphorase assay artifacts; diaphorase resazurin-to-resorufin fluorescence, NADH, 16 min; bacterial (C. kluyveri) enzyme, not human; inhibition, % at 20 µM; 190,000 tested, 0.69% active;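 active = primary screen inhibition at 20 µM above a set limit, cut at about 50% in these data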;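 note: plate controls were DMSO with full reaction for no effect and wells lacking NADH for full effect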
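Assay system – diaphorase enzyme from Clostridium kluyveri · Amount – diaphorase 0.14 U/mL (working solution) · Times – reaction incubation of 16 min at room temperature · Controls – No-NADH positive control and DMSO neutral control · Signal – resorufin fluorescence 544/590 nm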
S1P3 antagonist: antagonists of human S1P3 receptor. Q99500. CHO S1P3 NFAT-BLA reporter, FRET fluorescence, antagonist mode. inhibition, % at 4.98 µM. 170,000 tested, 0.27% active;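 active = inhibition above the plate cutoff, the mean inhibition of test wells on that plate plus 3 SD, cut at about 28% in these data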;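 note: cells challenged with S1P at its EC80 of 0.8 µM; blue over green emission ratio from cleaved BLA substrate after 4 h stimulation; 0% = S1P-stimulated wells and 100% = unstimulated DMSO-only wells; some compounds past the cut are filed as inactive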
PPARg SRC2 recr: agonists of SRC-2 recruitment by human PPARgamma. PPARgamma LBD-SRC-2 recruitment, biochemical. activation, % at 8 µM. 200,000 tested, 0.34% active; in the data active = activation above about 22%;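 note: 0% = vehicle and 100% = reference agonist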
Target sequence (P37231 whole entry, looked up, the tested form may be a part): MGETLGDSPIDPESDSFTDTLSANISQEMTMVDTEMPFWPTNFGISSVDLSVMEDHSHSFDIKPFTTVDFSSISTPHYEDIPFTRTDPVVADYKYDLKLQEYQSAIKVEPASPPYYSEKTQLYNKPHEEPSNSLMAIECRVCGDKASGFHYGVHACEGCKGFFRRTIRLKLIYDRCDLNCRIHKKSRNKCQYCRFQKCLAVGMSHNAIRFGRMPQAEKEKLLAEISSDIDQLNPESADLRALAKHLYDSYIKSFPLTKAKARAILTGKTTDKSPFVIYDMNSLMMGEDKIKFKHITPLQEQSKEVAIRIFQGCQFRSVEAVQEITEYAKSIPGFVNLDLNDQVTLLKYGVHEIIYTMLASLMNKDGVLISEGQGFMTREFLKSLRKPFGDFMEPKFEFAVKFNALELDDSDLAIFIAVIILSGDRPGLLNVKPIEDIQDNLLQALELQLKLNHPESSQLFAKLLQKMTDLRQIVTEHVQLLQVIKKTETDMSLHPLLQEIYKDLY
Diaph act CS: counter-screen for diaphorase-based assays: diaphorase activators and chemical reducers; AID 1229; Diaphorase/resazurin coupled assay, resorufin fluorescence, 16 min; hits give high values; 1 = vehicle wells, 0 = NADH-free wells; 190,000 tested, 0.005% active; activation factor at 20 µM;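 active = diaphorase activity raised at least twofold by the compound at 20 µM; inactive = activation factor below 2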
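test system = bacterial diaphorase enzyme (C. kluyveri) | quantity = enzyme 0.07 U/mL final | reagent = NADH substrate 0.114 mM plus resazurin dye 0.1 mM, final | incubation = 16 min enzyme reaction, ambient temperature | buffer or medium = HEPES pH 7.4 buffer with MgCl2 and Tween 20 | signal = fluorescence of resorufin, 544 nm excitation, 590 nm emission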
ROMK mod: modulators of human ROMK potassium channel; P48048; Tet-inducible ROMK, thallium flux fluorescence; actives lie on both sides; B-score at 10 µM; 130,000 tested, 2% active; AID 1918;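 active = signal ratio slope over the read window, or its plate-corrected B-score, at least 3 SD from the plate mean, either direction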;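 note: B-score of the F/F0 ratio slope over 7 to 12 s after thallium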
Target sequence (P48048 whole entry, looked up): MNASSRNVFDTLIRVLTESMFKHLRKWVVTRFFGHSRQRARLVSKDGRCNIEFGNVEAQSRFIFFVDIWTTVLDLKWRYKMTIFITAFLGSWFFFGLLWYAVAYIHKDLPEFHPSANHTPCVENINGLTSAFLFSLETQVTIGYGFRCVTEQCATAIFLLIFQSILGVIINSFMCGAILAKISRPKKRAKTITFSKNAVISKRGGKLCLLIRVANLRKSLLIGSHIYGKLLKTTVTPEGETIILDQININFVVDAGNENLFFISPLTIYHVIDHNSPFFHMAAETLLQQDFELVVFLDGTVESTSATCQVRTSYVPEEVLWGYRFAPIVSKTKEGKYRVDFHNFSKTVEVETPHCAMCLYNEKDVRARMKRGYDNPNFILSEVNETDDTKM
G6PDH CS: L. mesenteroides G6PDH inhibition counter-screen. Purified L. mesenteroides G6PDH, diaphorase/resazurin coupled fluorescence, 45 min. inhibition, % at 5 µM. 200,000 tested, 0.12% active; in the data active = inhibition above about 50%
PPARg SRC-1 ag: agonists of human PPARgamma SRC-1 coactivator recruitment; P37231; PPARgamma-SRC-1 coactivator recruitment biochemical assay; activation, % at 8 µM; 200,000 tested, 0.41% active; AID 631; in the data active = activation above about 19%;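 note: 0% = DMSO and 100% = reference agonist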
PMI act: activators of human phosphomannose isomerase | P34949 | purified human PMI, coupled resazurin fluorescence, 20 min; hits give high values; 1 = vehicle control, 0 substrate-free wells | activation factor at 20 µM | 190,000 tested, 0.005% active;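 active = activation factor of 2 or more at 20 µM, relative to plate controls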
SRC2 TRFRET art: TR-FRET artefact, counter-screen to PPARgamma/SRC-2 agonist assay; hits give high values; TR-FRET ratio at 8 µM; 200,000 tested, 0.4% active; in the data active = TR-FRET ratio above about 2000; note: inactives centre near 1500
PPARg SRC-3 ag: PPARgamma-driven SRC-3 recruitment agonism | 200,000 tested, 0.26% active | biochemical PPARgamma/SRC-3 coactivator recruitment assay | P37231 | activation, % at 8 µM; in the data active = activation above about 23%;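 note: 0% = DMSO and 100% = reference agonist; some compounds past the cut are filed as inactive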
PMI act hi M6P: activators of human phosphomannose isomerase at near-saturating mannose 6-phosphate; coupled PMI enzyme assay, resazurin fluorescence, 20 min; hits give high values; 1 = untreated enzyme, 0 = substrate-free blank; activation factor at 20 µM; 190,000 tested, 0.34% active; P34949;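 active = activation factor of 2 or more at 20 µM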
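Test system – human PMI in coupled enzyme assay · Timing – 20 min incubation at room temperature · Detection – Diaphorase-driven resazurin-to-resorufin fluorescence, excitation 544, emission 590 nm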
Numbers without * were called inactive; . = no result given.

#	structure	Diaphorase inh	S1P3 antagonist	PPARg SRC2 recr	Diaph act CS	ROMK mod	G6PDH CS	PPARg SRC-1 ag	PMI act	SRC2 TRFRET art	PPARg SRC-3 ag	PMI act hi M6P
1	COc1ccc(NC(=O)Cn2nnc(C(=O)NCc3ccccc3)c2N)c(OC)c1	5	9	2	0.9	0.59	6	8	1.1	1608	3	1.1
2	CC1(C)Cc2c(C#N)c(N3CCOCC3)nc(-c3ccccc3)c2CO1	4	.	-5	1	-2.6	10	0	1	1545	-7	1
3	O=S(=O)(c1cccs1)N1CCN(Cc2ccccc2)CC1	14	8	6	0.9	.	3	-4	1	1663	0	1
4	O=c1oc(-c2ccc(F)cc2)nc2ccsc12	7	.	8	0.9	0.69	-2	3	0.9	1562	-3	1
5	O=C(CSc1ccc2nnc(-c3ccc(F)cc3)n2n1)N1CCCc2ccccc21	59*	-11	8	0.4	.	-1	16	0.9	1745	6	1.1
6	CCCN(CCC)C(=S)NC(=O)c1ccc(Cl)cc1Cl	12	.	5	0.9	.	2	-2	0.9	1457	-8	0.1
7	Cn1cc([N+](=O)[O-])c(C(=O)Nc2cc(Oc3cccnc3)cc([N+](=O)[O-])c2)n1	17	.	3	0.8	-0.094	-2	4	1	1582	5	1
8	CCOc1ccc(CN2CCN(S(=O)(=O)c3ccc(NC(C)=O)cc3)CC2)cc1	10	3	8	0.9	-0.78	-1	-4	1	1481	3	1
9	CCC(=O)c1ccc(N2CCCCCC2)c(F)c1	1	3	8	1	.	11	13	1	1622	-3	1.1
10	Cc1nn(C)c(C)c1S(=O)(=O)N(CC(=O)Nc1ccccn1)c1ccc(C(C)C)cc1	5	2	-1	1	.	0	1	1	1543	0	0.9
11	COc1ccc(/C=C(/NC(=O)c2ccccc2)C(=O)N/N=C/c2cccs2)cc1OC	13	.	8	0.9	0.3	-5	2	1	1523	8	1
12	O=C(NCc1cccnc1)c1cnn2ccccc12	25	4	-5	0.7	.	2	1	0.9	1366	1	0.9
13	COc1nc(Cl)cn(-c2ccc(Cl)cc2)c1=O	7	12	-3	0.9	.	6	1	1	1539	-3	0.9
14	Cc1noc(-c2ccccc2OC(=O)c2ccccc2)n1	15	-11	3	0.8	.	2	5	0.9	1578	12	0.9
15	Fc1ccc(Sc2nc(-c3ccccc3)nnc2C(F)(F)F)cc1	2	.	3	1	.	-17	2	0.9	1664	12	0.9
16	Cc1ccc(OCCCCn2cnc3ccccc32)c(C)c1	17	.	4	0.8	-2	5	4	0.9	1421	1	1
17	O=C(NC12CC3CC(CC(C3)C1)C2)c1cnccn1	-5	-5	3	1	.	15	3	1	1432	11	1.1
18	CCN(CC)c1ccc(NC(=O)c2ccc(=O)[nH]c2)cc1S(=O)(=O)Nc1ccccc1OC	32	-19	4	0.7	2.4	10	18	0.4	1645	2	0.5
19	O=C(Nc1c2c(nn1-c1ccc(F)cc1)CSC2)c1ccc(S(=O)(=O)N2CCOCC2)cc1	23	.	9	0.8	.	-19	10	0.9	1531	7	0.9
20	CCc1nc2n[nH]c(N)c2c2c1CCCC2	23	.	2	0.8	.	-2	-5	0.8	1401	-10	0.8
21	O=CN1CCN(C(=O)c2ccccc2F)CC1	12	-4	-1	0.9	-0.21	7	-2	0.9	1552	-2	0.9
22	COc1ccc(Nc2nnc(SCc3cn4c(C)cccc4n3)s2)cc1	14	-6	-7	0.9	.	-14	-2	0.9	1363	-1	1
23	COc1cc(SC)ccc1C(=O)OCC(=O)NC(=O)NC(C)C	-1	-20	1	1	0.1	-2	3	1.1	1608	1	1.1
24	COc1ccc2c(c1)C(C)=CC(C)(C)N2C(=O)C(C)N1C(=O)c2ccccc2C1=O (centres undefined)	1	-19	2	1	.	-3	2	1	1459	8	0.9
25	O=C(O)c1cccc(NC(=S)N/N=C/c2cccnc2)c1	-9	-6	-6	1.1	.	8	1	1.5	1561	-2	1.4
26	COc1ccc(/C=N/NC(=O)c2cccnc2)cc1Cn1nc([N+](=O)[O-])c(Br)c1C	16	18	2	0.8	1.6	-4	8	1.3	1555	3	1.2
27	Cc1ccc(S(=O)(=O)N2CCOCC2)cc1NC(=O)CSc1nnnn1C	-9	-17	8	1.1	0.73	3	12	1	1792	2	1.2
28	N#CC1=C(N)OC2=C(C(=O)CC(c3ccccc3)C2)C1c1ccc2c(c1)OCO2 (centres undefined)	2	4	-1	1	-0.083	1	3	1.1	1437	1	1
29	O=C(CNC(c1ccccc1)c1ccccc1)Nc1c(F)cccc1F	10	-3	1	0.9	-0.00049	7	2	1	1577	1	0.9
30	CCCC(=O)OC1CC(C)N(C(=O)c2ccccc2)c2ccc(C)cc21 (centres undefined)	2	.	6	1	-2.9	2	-1	1	1374	2	1.1

A stretch from further up, for reference:
#	structure	Diaphorase inh	S1P3 antagonist	PPARg SRC2 recr	Diaph act CS	ROMK mod	G6PDH CS	PPARg SRC-1 ag	PMI act	SRC2 TRFRET art	PPARg SRC-3 ag	PMI act hi M6P
1	COc1ccc(NC(=O)Cn2nnc(C(=O)NCc3ccccc3)c2N)c(OC)c1	5	9	2	0.9	0.59	6	8	1.1	1608	3	1.1
2	CC1(C)Cc2c(C#N)c(N3CCOCC3)nc(-c3ccccc3)c2CO1	4	.	-5	1	-2.6	10	0	1	1545	-7	1

(continued)
#	structure	Diaphorase inh	S1P3 antagonist	PPARg SRC2 recr	Diaph act CS	ROMK mod	G6PDH CS	PPARg SRC-1 ag	PMI act	SRC2 TRFRET art	PPARg SRC-3 ag	PMI act hi M6P
31	CC(=O)N1CCC(N(CCN2CCOCC2)C(=S)Nc2ccc(C)cc2)CC1	-8	-12	-4	1.1	.	6	-2	1	1473	5	1.1
32	O=C(CN1C(=O)c2cccc3cccc1c23)Nc1cccnc1	18	.	10	0.8	.	10	1	0.9	1469	10	0.7
33	CCOc1ccc(C(=O)OCCCN(C)C)cc1	6	-1	-2	0.9	0.61	6	5	1.1	1435	1	1
34	COc1cccc(CN2C(=O)CCC2(C)C(=O)NC2CCCC2)c1 (centres undefined)	8	.	4	0.9	-0.29	0	-1	1	1446	7	1
35	CC(=O)c1cc2c(cc1NC(=O)CSc1nc3ccccc3[nH]1)OCO2	4	-1	8	1	.	-13	2	0.9	1623	6	1
36	O=c1c2ccccc2nc(SCc2ccc([N+](=O)[O-])cc2)n1CCCO	17	13	0	0.8	.	-22	-2	0.9	1494	2	0.9
37	Cc1ccc(-c2csc3ncnc(SCC(N)=O)c23)cc1	17	3	4	0.8	1.4	1	7	1	1645	4	1
38	CCN(C(C)=O)c1nc(CCl)cs1	-8	5	-2	1.1	0.012	-2	-3	1.6	1588	-4	1.4
39	CCOc1ccc(NC(=O)c2ccccc2NC(=O)CN2CCN(C(C)=O)CC2)cc1	.	7	8	.	-0.36	.	9	.	1579	9	.
40	CCN(CC)S(=O)(=O)c1ccc(C(=O)C(C#N)c2ccccn2)cc1 (centres undefined)	28	.	0	0.7	.	1	2	0.9	1741	17	0.9
41	COC(=O)c1ccc(CSc2nc(N3CCOCC3)c3c(c2C#N)CC(C)(C)OC3)o1	26	.	2	0.7	-2.2	6	9	0.9	1607	4	0.8
42	CCOC(=O)C1CCCN(C(=O)CNC(=O)Cn2ccc3ccccc3c2=O)C1 (centres undefined)	11	.	1	0.9	.	-7	5	1	1617	3	1
43	Nc1c(C(=O)NC23CC4CC(CC(C4)C2)C3)sc2nc3c(c(C(F)(F)F)c12)CCC3	-9	.	7	1.1	.	-3	3	1.1	1652	-5	1.1
44	Cc1cc(C(=O)Nc2cccnc2)on1	-2	-40	0	1	.	-2	6	1.1	1558	1	1.1
45	COc1ccc(N=C2C(=Nc3ccc(OC)cc3)N(c3ccc(OC)cc3)C(=S)N2C(=O)c2ccc(OC)cc2)cc1	9	.	-1	0.9	0.36	-4	-3	1	1469	0	0.9
46	Cc1ccc(C)c(N2CCN(C(=S)NC3CCCCC3)CC2)c1	0	-10	5	1	0.66	13	9	1.1	1575	2	1
47	O=S(=O)(c1cccc(-c2nnco2)c1)N1CCOCC1	4	-17	4	1	0.12	-2	4	1	1697	-1	1
48	COc1cccc(N2CCN(C(=O)C3CCCN(S(=O)(=O)c4cnc[nH]4)C3)CC2)c1 (centres undefined)	6	28	-1	0.9	.	12	1	1	1385	-5	0.9
49	CC(CN1CCCCCC1)C(=O)NN (centres undefined)	-5	-13	11	1	-0.057	12	-8	1	1599	1	1
50	CC(C)NC(=S)NC(=O)c1ccc(-c2ccccc2)cc1	11	-3	5	0.9	.	-20	8	0.8	1764	-6	0.9
51	COCCN(C(=O)Cc1cccs1)c1nnc(-c2ccncc2)s1	16	3	-4	0.8	.	2	2	1.1	1451	0	1.3
52	O=C(CSc1cccs1)NCCc1ccccc1	-7	4	0	1.1	-1.2	6	6	1.1	1484	-2	1.1
53	CCC(C)[C@H](NC(=O)N1CCCC1)C(=O)OC (some centres undefined)	-7	.	5	1.1	.	0	-2	1.1	1432	-1	1.1
54	CCC(C)(C(=O)NC1CCCC1)N(CC1CCCO1)C(=O)CNC(=O)c1ccccc1 (centres undefined)	23	.	5	0.8	.	4	9	0.9	1472	0	0.9
55	CC1CCC(C(C)C)C(OCC[N+](C)(C)C)C1 (centres undefined)	9	-15	2	0.9	.	-6	5	0.9	1682	0	0.9
56	Clc1ccc(Cn2cccc2C2=NCCO2)cc1	14	-12	-3	0.9	0.083	5	6	0.9	1579	-2	0.9
57	CCOc1cccc(N2C(=O)CC(n3cnc4ccccc43)C2=O)c1 (centres undefined)	16	10	-4	0.8	-1.1	4	-9	0.9	1388	-1	0.9
58	COc1ccc(Cl)cc1NC(=O)CN(C)C1CCCCC1	16	.	-3	0.8	0.13	0	2	0.9	1468	-13	1
59	CC(CCc1ccccc1)NCC(O)COc1ccccc1 (centres undefined)	-2	-4	2	1	0.041	7	4	1	1567	4	0.9
60	O=C(NNC(=O)C1C2CCC(C2)C1C(=O)O)c1ccc(Cl)cc1 (centres undefined)	20	0	-7	0.8	-0.02	11	-4	1.1	1542	-5	1.1
61	Cc1nn(CC(O)c2ccccc2)c(C)c1Br (centres undefined)	21	.	2	0.8	.	-2	0	0.9	1490	6	0.9
62	Cc1ccccc1-c1nc(CS(=O)(=O)CC(=O)NCc2ccccc2)c(C)o1	12	-4	-1	0.9	.	-14	-2	0.9	1489	6	0.9
63	CCOc1ccccc1N(CC(=O)N1CCCCCC1)S(C)(=O)=O	9	-41	1	0.9	.	-20	1	0.9	1642	-5	1

Molecules shown so far that contain a COOH group (two):
#	structure	Diaphorase inh	S1P3 antagonist	PPARg SRC2 recr	Diaph act CS	ROMK mod	G6PDH CS	PPARg SRC-1 ag	PMI act	SRC2 TRFRET art	PPARg SRC-3 ag	PMI act hi M6P
25	O=C(O)c1cccc(NC(=S)N/N=C/c2cccnc2)c1	-9	-6	-6	1.1	.	8	1	1.5	1561	-2	1.4
60	O=C(NNC(=O)C1C2CCC(C2)C1C(=O)O)c1ccc(Cl)cc1 (centres undefined)	20	0	-7	0.8	-0.02	11	-4	1.1	1542	-5	1.1
